Assay outcomes from PubChem BioAssay.
ST2 IL33 inh: inhibitors of human ST2 (IL1RL1) binding to IL-33, primary screen, biochemical, AlphaLISA. Interleukin-1 receptor-like 1 (Homo sapiens), Q01638. AlphaLISA ST2-Fc/biotin-IL-33 interaction, 1 h. inhibition, % for hits at 17 µM. 2.3% of 78,000 active; in the data active means inhibition above about 30%; inconclusive means mostly about 10% to 28%
Target sequence (Q01638 whole entry, looked up): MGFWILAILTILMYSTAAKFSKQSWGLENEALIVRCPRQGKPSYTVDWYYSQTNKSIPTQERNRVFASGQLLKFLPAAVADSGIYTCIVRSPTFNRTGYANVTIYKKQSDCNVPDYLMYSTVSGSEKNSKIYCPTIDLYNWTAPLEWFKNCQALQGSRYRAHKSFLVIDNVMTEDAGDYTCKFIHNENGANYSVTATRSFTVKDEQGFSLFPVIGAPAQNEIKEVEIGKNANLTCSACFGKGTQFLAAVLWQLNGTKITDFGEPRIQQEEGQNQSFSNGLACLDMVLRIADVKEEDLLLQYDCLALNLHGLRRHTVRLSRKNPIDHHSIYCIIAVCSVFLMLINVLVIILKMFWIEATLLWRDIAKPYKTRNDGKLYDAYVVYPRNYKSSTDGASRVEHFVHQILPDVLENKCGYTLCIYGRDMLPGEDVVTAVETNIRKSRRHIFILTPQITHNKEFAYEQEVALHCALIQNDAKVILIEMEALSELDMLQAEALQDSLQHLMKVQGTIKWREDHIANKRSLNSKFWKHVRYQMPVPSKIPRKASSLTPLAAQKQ
Starred values were filed as active, the others as inactive; i = inactive; ? = inconclusive. Only part of the results is shown, so the mix of outcomes need not match the whole.

SMILES | ST2 IL33 inh
CCOc1ccccc1NC(=O)N(Cc1ccncc1)C1CCN(C)CC1 | i
Cc1nc(Oc2ccc(F)cc2)c(C(N)=O)c(C)c1Cl | i
COC(=O)C1C(=O)C2=C(CC1C)NC(C)=C(C(=O)OC1CCCC1)C2c1ccc(O)c(OC)c1 (stereo unspecified) | i
Cc1ccc(-c2noc(CCC(=O)N3CCN(c4cc(Cl)ccc4C)CC3)n2)cc1 | i
Cc1cc(N2CCN(C)CC2)nc2ccc(NC(=O)c3ccc(F)cc3Cl)cc12 | i
O=C(C1CCN(c2ccc(-c3cccs3)nn2)CC1)N1CCOCC1 | ?
Cc1cc(-c2ccc3c(c2)OCO3)cnc1N | i
CC(=O)c1ccc(NS(=O)(=O)c2ccc(CC(C)C)cc2)cc1 | i
CCCn1nc(C(=O)N2CCCC2)c2c1CCC(NCc1cccc(OC(F)(F)F)c1)C2 (stereo unspecified) | i
COc1ccc(CN2CC[C@H](c3nnc(C)o3)C2)cc1 | i
CCn1c2ccccc2c2cc(CN(C)C3CCN(C)CC3)ccc21 | i
CN1C[C@@H](NS(=O)(=O)c2ccc(Cl)cc2)C[C@H]1c1nc(-c2ccc(F)cc2)no1 | i
CC1C(=O)N(c2ccccc2)C(c2ccc(Br)cc2)S1(=O)=O (stereo unspecified) | i
CCc1c(C(=O)N(Cc2cccs2)C(CC)CO)csc1C (stereo unspecified) | ?
CC(=O)c1ccc(N2CN=c3s/c(=C\c4ccc(I)o4)c(=O)n3C2)cc1 | i
O=C(Cc1ccc([N+](=O)[O-])cc1)Nc1ccc(I)cc1 | i
COC(=O)c1c(NC(=O)c2c(F)cccc2F)sc2c1CCN(C)C2 | i
COc1cc(C(=O)ON2C(=O)CCC2=O)cc(OC)c1OC | i
O=c1[nH]c2nonc2nc1Nc1ccccc1 | i
Cc1oc2ccc(NS(=O)(=O)c3ccc(F)cc3)cc2c1C(=O)OC(C)C | i

Reprinted from the part before: four entries; new compounds follow.
SMILES | ST2 IL33 inh
COC(=O)c1c(NC(=O)c2c(F)cccc2F)sc2c1CCN(C)C2 | i
COc1cc(C(=O)ON2C(=O)CCC2=O)cc(OC)c1OC | i
O=c1[nH]c2nonc2nc1Nc1ccccc1 | i
Cc1oc2ccc(NS(=O)(=O)c3ccc(F)cc3)cc2c1C(=O)OC(C)C | i
COc1ccc(OC)c(-n2c(SCC(=O)Nc3ccc(F)cc3)nc3c(c2=O)SCC3)c1 | i
CN(C)S(=O)(=O)CCNC1CCN(Cc2ccccc2)CC1 | i
CC(C)(C)CC(=O)NCc1ccc(F)cc1 | i
COc1cc(O)cc2c1-c1ccc(O)cc1CC2 | i
O=C(COc1ccccc1F)Nc1c(C(=O)Nc2cccc(F)c2)oc2ccccc12 | i
NS(=O)(=O)c1ccc(CNC(=O)c2ccco2)cc1 | i
O=C1C2CCCN2C(c2ccccc2F)N1c1nccs1 (stereo unspecified) | ?
COc1ccc(-c2cc(-c3ccccc3)nc(SCC(C)=O)c2C#N)cc1 | i
O/N=C\c1c(O)c(Br)cc2oc3c(c12)CCCC3 | 38.0%*
COc1ccc(-c2csc(=Nc3ccccc3)n2CCCN(C)C)cc1 | 44.0%*
CCOc1ccc(-n2cnc3ccccc32)cc1C(N)=O | ?
COc1ccccc1Cn1c(CNS(=O)(=O)c2ccc(C)cc2)nc2cccnc21 | i
CCOC(=O)c1sc2ncnc(N3CCN(c4ccccc4F)CC3)c2c1C | ?
COc1ccccc1NC(NC(=O)c1cccnc1)C(Cl)(Cl)Cl (stereo unspecified) | i
CN1C(=O)CO[C@H]2CN(S(C)(=O)=O)C[C@H]21 | ?
N#CC1=C(NC(=O)Cc2ccccc2)c2ccccc2CC12CCCCC2 | i
CCN1CCCC1CNC(=O)CSCc1nc(-c2ccccc2C)oc1C (stereo unspecified) | i
COc1cc(C2c3[nH]c4ccccc4c3CCN2Cc2ccco2)ccc1F (stereo unspecified) | i
O=C(Nc1ccc(N2CCOCC2)c(Cl)c1)C(Cl)(Cl)Cl | i
CC(=O)N1CCC[C@H]1C(=O)N1CCC(Cc2cccc(C(=O)O)c2)CC1 | i

Of the compounds above, these have a cyano group.
SMILES | ST2 IL33 inh
COc1ccc(-c2cc(-c3ccccc3)nc(SCC(C)=O)c2C#N)cc1 | i
N#CC1=C(NC(=O)Cc2ccccc2)c2ccccc2CC12CCCCC2 | i

Additional results.
SMILES | ST2 IL33 inh
CC(=O)c1ccc(NC(=O)Nc2ccc(Cl)cc2)cc1 | i
COc1ccc(OC)c(N2CC(O)=C(c3nc4ccccc4c(=O)[nH]3)C2=N)c1 | i
Cc1ccc2[nH]cc(-c3cncc(C(=O)O)c3)c2c1 | i
C=CCNC(=O)C(=O)Nc1cccc(Br)c1 | i
CC1CN(Cc2cn3c(-c4cccc(Br)c4)nnc3s2)CC(C)O1 (stereo unspecified) | i
Cc1ccc(C2=NN=C(NC(=O)CSc3nncn3C)SC2)cc1 | i
CC1=NN(c2nc(-c3cccc([N+](=O)[O-])c3)cs2)C(=O)/C1=C\c1ccc(N(C)C)cc1 | ?
COc1ccc(N=Cc2c(Nc3ccccc3)nc3c(C)cccn3c2=O)cc1 | i
CNC(=O)C1CCC(Cn2c(=O)c3sccc3n(CC(=O)NCCCOC)c2=O)CC1 (stereo unspecified) | i
CC1=C(C(=O)Nc2ccc(C)cc2C)C(c2cccc(Cl)c2)n2nnnc2N1 (stereo unspecified) | i
CCOC(=O)C1(Cc2ccccc2)CCN(S(=O)(=O)c2ccsc2)CC1 | i
CCCCN(C)Cc1cccc(O)c1 | i
COc1ccc(-c2nc(CN3CCC(F)(F)CC3)c(C)o2)c2ccccc12 | i
Cc1c(C(=O)NCc2cccnc2)sc2ncnc(N3CCN(c4ccccn4)CC3)c12 | i
COc1ccc(NC(=O)CN(c2cccc(Cl)c2Cl)S(C)(=O)=O)cc1OC | ?
CCN(CC)CC#CC1(O)CCCCC1 | i
CC12CC(NC(=O)N1Cc1ccccc1)c1ccccc1O2 (stereo unspecified) | i
O=C1Nc2ccccc2C(O)(C(=O)NCc2cccs2)N1c1ccc(Cl)c(Cl)c1 (stereo unspecified) | i
O=c1[nH]c2ccc(Cl)cc2c(-c2ccccc2)c1CN1CCCCC1 | i
O=C(Nc1nc(-c2ccccn2)cs1)c1ccc(N2C(=O)CCC2=O)cc1 | i
COc1c(S(=O)(=O)NCC23CC4CC(CC(C4)C2)C3)ccc(Cl)c1Cl | i
COc1ccc(C(=O)Nc2ccc(I)cc2)cc1OC | ?
CC1CN(C(=O)c2ccccc2)OC(c2ccc3c(c2)OCO3)O1 (stereo unspecified) | i
O=C(NCC1(c2ccccc2)CCCC1)C1CCCN(S(=O)(=O)c2cnc[nH]2)C1 (stereo unspecified) | ?
CC(C)Cc1ccc(S(=O)(=O)Nc2ccc(F)c(Cl)c2)cc1 | i
Cc1cccc(NC(=O)CCN2C(=O)S/C(=C\c3ccccc3)C2=O)c1 | i
O=C(N[C@H](CO)CC1CCCCC1)c1cc(CN2CCC(O)CC2)on1 | ?
Cc1oc2cc(OCC#N)ccc2c(=O)c1-c1ccc2c(c1)OCCCO2 | i
CCCS(=O)(=O)C(=C1NCCO1)S(=O)(=O)CCC | i
O=C1c2ccc(F)cc2C(=O)N1CCO | i
CC1(C)COCN1S(=O)(=O)c1ccc(C(=O)Nc2nnc(-c3ccccc3Cl)o2)cc1 | i
O=C1[C@@H]2[C@H](C(=O)N1c1cc(Cl)ccn1)[C@H]1C=C[C@@H]2C12CC2 | i
Cn1c(NC2CCCCC2)cc(=O)n(C)c1=O | i
CCOc1ccc(C2CC(=O)N3CN(Cc4ccco4)CSC3=C2C#N)cc1 (stereo unspecified) | ?
Cc1cn(S(=O)(=O)c2ccc(Cl)c(Cl)c2Cl)cn1 | ?
Cc1cc2c(C)nc(N3CCC(N4CCOc5ccccc5C4)CC3)nc2cc1F | ?
CCOCc1cn(CC(=O)c2ccccc2)c(C)nc1=N | i
CCOc1ccc(C2CC(=O)N3CN(c4cccc(C)c4)CSC3=C2C#N)cc1 (stereo unspecified) | i
CC(=O)Nc1ccc(C2C(C#N)=C(N)OC3=C2C(=O)CC(c2ccccc2)C3)cc1 (stereo unspecified) | ?
Cc1ccc(NC(=O)C2(C)CC2(Cl)Cl)nc1 (stereo unspecified) | i
O=C(O)c1cccc(NS(=O)(=O)c2cccc(C(=O)Nc3ccccc3)c2)c1 | i
O=C(Nc1ccc(=O)n2c1[C@@H]1C[C@@H](CN(S(=O)(=O)c3ccccc3)C1)C2)c1ccc2c(c1)OCO2 | ?
Cc1ccc(-n2c(SCC(=O)Nc3ccccc3)nc3c(c2=O)SCC3)cc1 | ?
OCC1CCCCN1CCn1cnnc1 (stereo unspecified) | ?
Cc1ccc([N+](=O)[O-])cc1NC(=O)C(C)Oc1ccccc1 (stereo unspecified) | ?
O=C(O)c1cccc(CC2CCN(C(=O)C3CCOC3)CC2)c1 (stereo unspecified) | ?
Cc1sc2nc3ccc(C(=O)N(C)Cc4ccccc4)cn3c(=O)c2c1C | i
Cc1cccc(-c2nc(N3CCCC3)c3ccccc3n2)c1 | i
CN(c1ncccc1CNC(=O)c1ccc(=O)[nH]n1)C1CCCCC1 | i
CSc1ccc(-c2nc(CSCC(=O)NC3CCC(C)CC3)c(C)o2)cc1 (stereo unspecified) | i
CCn1c(CC2CCN(C(=O)CCc3cnccn3)CC2)nn(C)c1=O | i
Cc1cccc(Nc2nnc(Cc3ccccc3)c(=O)[nH]2)c1 | i
Cc1ccc(C(=O)NCCN(C)C)cc1Cl | i
O=C(CCCn1c(=O)[nH]c2ccc(Br)cc2c1=O)NCc1ccc2c(c1)OCO2 | i
COc1ccc(NC(=O)Cn2c(-c3cscn3)nc3ccccc32)cc1 | i
O=C(CC1(O)C(=O)Nc2ccc(Br)cc21)c1ccc(F)cc1 (stereo unspecified) | i
CCCOc1ccc(-c2nnc(N)s2)cc1 | i
CC[C@H]1CN(C(=O)Nc2cccc(C(F)(F)F)c2)CC[C@H]1CC(=O)Nc1ccccc1 | ?
Cc1cc([N+](=O)[O-])nn1CCCC(=O)N1CCN(c2ccc(F)cc2)CC1 | ?
N#CC1=C(N)OC2=C(C(=O)CCC2)C1c1ccccc1Br (stereo unspecified) | i
Further compounds.
SMILES | ST2 IL33 inh
O=C(Nc1ccc(Br)cc1)c1noc2c1CCCCC2 | i
O=C(O)c1cccc(NC2=CC(=NS(=O)(=O)c3cccs3)c3ccccc3C2=O)c1 | 40.0%*
O=C1C(=O)N(CCN2CCOCC2)C(c2ccc([N+](=O)[O-])cc2)C1=C(O)c1ccccc1 (stereo unspecified) | i
CC(C)Cn1cc(C(=O)NCCCOC(C)C)c2c3ccccc3n(C)c2c1=O | i
Cc1ccc(NC(=O)Cn2c(C)nc3ccccc32)cc1 | i
Cc1cccc(C2=N/C(=C\c3c(F)cccc3Cl)C(=O)O2)c1 | i
CCCC(=O)Nc1cccc(Oc2nc(C)c(Cl)c(C)c2C#N)c1 | i
COc1ccc2cc3cc(C(=O)N(C)c4ccc(Cl)cc4)oc3nc2c1 | i
Fc1ccc(CN2CCCCCCC2)c(F)c1 | i
Cn1c(SCc2ccc(F)cc2)nc2c([nH]c3ccccc32)c1=O | ?
Cc1ccccc1C(=O)Nc1cc2cccc([N+](=O)[O-])c2oc1=O | i
CC(C)c1cc(C(=O)Nc2cc(Br)ccc2O)no1 | ?
Oc1cccc2c1Cc1ccccc1-2 | ?
O=C(O)CC(NC(=O)C(F)(F)F)c1ccccc1 (stereo unspecified) | i
COc1cc2c(C(=O)Nc3ccc4c(c3)OCCO4)cn(CC(C)C)c(=O)c2cc1OC | i
Cc1c(C(=O)Nc2ccc(I)cc2Cl)cccc1[N+](=O)[O-] | i
Oc1oc(-c2ccc(Br)cc2)nc1C=Nc1ccc(I)cc1 | ?
COc1ccc(N(CC(=O)Nc2ccc3c(c2)OCO3)S(C)(=O)=O)c(OC)c1 | i
O=C(Oc1ccccc1)N1CCN(c2ccc([N+](=O)[O-])cc2)CC1 | ?
COc1ccccc1OCC(=O)N1CCN(c2ccccn2)CC1 | i

Some of the entries above, set out differently:
molecule: O=C(O)c1cccc(NC2=CC(=NS(=O)(=O)c3cccs3)c3ccccc3C2=O)c1
  ST2 IL33 inh: 40.0%*
molecule: COc1ccccc1OCC(=O)N1CCN(c2ccccn2)CC1
  ST2 IL33 inh: i

Remaining list, next part:
SMILES | ST2 IL33 inh
CC(NC(=O)c1cc(CN2CCOCC2)on1)c1ccccc1-n1cccn1 (stereo unspecified) | i
CCOC(=O)C1=C(Nc2ccc(Cl)c(Cl)c2)OCC1=O | i
O=C(Nc1ccc(F)cc1)c1cc2c(=O)oc3ccccc3c2s1 | i
N#Cc1cccc(NC(=O)Cc2c(C(=O)O)[nH]c3ccc(Cl)cc23)c1 | i
N#Cc1ccccc1Cn1c(=O)n(CCC(=O)NCc2ccccc2)c(=O)c2sccc21 | i
COC(=O)c1ccc(N2CCN(C(=O)c3cn(Cc4ccccc4C)nn3)CC2)cc1 | i
COc1ccc(CC(=O)Nc2ccc(Br)cc2C(C)C)cc1 | i
CSc1nc(-c2ccc(F)cc2)nc2c1c(=O)n(C)c(=O)n2C | ?
O=C(Nc1nc2ccc3ccccc3c2s1)c1cccc(N2C(=O)CCC2=O)c1 | i
COc1ccc(Br)cc1CN1C(=O)CCC1(C)C(=O)NC1CCC(C)CC1 (stereo unspecified) | i
COc1ccc(N=Cc2ccc(Oc3ccc([N+](=O)[O-])cc3[N+](=O)[O-])c(OC)c2)cc1 | 34.0%*
O=C(NCc1ccccc1)c1ccc2nc3cc(Cl)ccc3c(=O)n2c1 | i
CC1(C2CCN(C(=O)C#Cc3ccccc3)CC2)NC(=O)N(Cc2ccsc2)C1=O (stereo unspecified) | i
C=CCOc1cc(Br)c(C=O)cc1OC | i

Exported with each value named: entries from further up.
N#Cc1ccccc1Cn1c(=O)n(CCC(=O)NCc2ccccc2)c(=O)c2sccc21
  ST2 IL33 inh = i

COC(=O)c1ccc(N2CCN(C(=O)c3cn(Cc4ccccc4C)nn3)CC2)cc1
  ST2 IL33 inh = i

COc1ccc(CC(=O)Nc2ccc(Br)cc2C(C)C)cc1
  ST2 IL33 inh = i

CSc1nc(-c2ccc(F)cc2)nc2c1c(=O)n(C)c(=O)n2C
  ST2 IL33 inh = ?
